ATXN2 expr inh = inhibitors of ATXN2 expression; Potency, µM (top dose mostly 57 µM), for the others: at the top dose activity change, negative = inhibition, actives largely listed as inhibitors; 0.72% of 360,000 active; HEK-293 ATXN2-luciferase reporter, luminescence, 24 h; note: % is set by controls: 0 for no effect and ±100 for the full control effect; nearly all actives have a fitted effect of over 55% in size
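qHTS (up to 57 uM final) was run with 24 h compound exposure of reporter cells at 37 °C. Each well was multiplexed: SteadyGlo luminescence measured ATXN2-luciferase expression after a fluorogenic Gly-Phe-AFC viability readout (25 uM final).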
KB-3-1 tox = KB-3-1 parental cell cytotoxicity; KB-3-1 viability, CellTiter-Glo ATP luminescence, 72 h; 1.4% of 400,000 active; Potency, µM (highest dose often 46.1 µM), without a hit: at the top dose activity change, negative = cytotoxic, most hits filed as cytotoxic; note: % is set by controls: 0 for no effect and ±100 for the full control effect; nearly all actives have a fitted effect of over 60% in size
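KB-3-1 cells, DMEM (no phenol red) + 10% FBS; compound by pin transfer, 72 h, 37 °C. Readout: CellTiter-Glo luminescence after 10 min. Data normalized, curve-fitted.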
KB-V1 cytotox = kills drug-selected multidrug resistant KB-V1 cells; Potency, µM (doses to about 46.1 µM), without a hit: top-dose activity change, negative = cytotoxicity, most hits filed as cytotoxic; 3.4% of 400,000 active; KB-V1 MDR cells viability, CellTiter-Glo, 72 h; note: % is set by controls: 0 for no effect and ±100 for the full control effect; nearly all actives have a fitted effect of over 60% in size
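Compound-treated KB-V1 multidrug-resistant cells, 72 h, 37 degrees C; viability by CellTiter-Glo. Fitted qHTS curves give the values.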
SW480 rereplic = inducers of DNA re-replication in SW480 colon cancer cells; 1.8% of 340,000 active; SW480 DNA re-replication, Hoechst DNA content imaging, 48 h; Potency, µM (doses to about 46.1 µM), for inactives: at the top dose re-replication activation, hits mostly activators; note: % of control where 0% means no effect; nearly all actives have a fitted effect of over 55% in size
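SW480 cells exposed to compounds for 48 hr at 37 C, 5% CO2, then Hoechst-stained 40 min. Nuclear DNA content imaged by fluorescence scanning (405 nm excitation, 500-530 nm emission); re-replication scored as increased high-intensity nuclei.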
MCF10A rerep = DNA re-replication induction in MCF 10a cells | Potency, µM (doses to about 46.1 µM), for the others: at the highest dose activity, positive = re-replication, usual class: activators | MCF 10A DNA re-replication, Hoechst nuclear intensity, 48 h | AID 624296 | 2.9% of 350,000 active; note: % of control where 0% means no effect; nearly all actives have a fitted effect of over 50% in size
Active calls of the source: *; ? = inconclusive; nt = no result given; & = joins results of further samples; [ ] = remark or other dose. Calls come from the whole dose curve; as a rule, active = well fitted curve in the direction sought with a large enough effect; inconclusive = small, poorly fitted or top-dose-only effect, or another doubt; inactive = no such curve, though single readings can be large; an effect the other way counts as inactive or inconclusive. Potency is the fitted concentration of half-maximal effect.

Compound | ATXN2 expr inh | KB-3-1 tox | KB-V1 cytotox | SW480 rereplic | MCF10A rerep
Cc1ccc(S(=O)(=O)C(CNC(=O)c2ccc(C(F)(F)F)cc2)c2ccco2)cc1 (stereo not given) | nt | -11% | 4% | nt | nt
COc1cc2c(NC3CCN(C)CC3)nc(N3CCN(C)CC3)nc2cc1OCCCN(C)C | nt | ? | 5% | nt | nt
c1ccc(OCc2nnc3ccc(-c4ccccc4)nn23)cc1 | nt | -3% | -22% | nt | nt
Cc1cc(C)c2c(C)ccnc2c1 | nt | 13% | 3% | nt | nt
O=C(O)c1ccc(Cn2c(SCc3ccc(F)cc3)nc3ccncc32)cc1 | nt | 5% | ? | nt | nt
OC[C@@H]1CCC[C@@H](n2cnc3c(=S)nc[nH]c32)O1 | nt | ? | -5% | nt | nt
Cc1c(Cl)cccc1NC(=O)c1cccc(NC(=O)N2CCSc3ncccc32)c1 | nt | -6% | ? | nt | nt
Cc1cccc(C(=O)N2CCc3cc(CNC(=O)c4ccnn4C)ccc32)c1 | nt | 0% | -5% | nt | nt
Cc1ccc(CNC(=O)c2sc3nc4n(c(=O)c3c2C)CCCCC4)cc1 | nt | 16% | -22% | nt | nt
Cn1c(SCCOc2ccccc2)nnc1-c1ccc(NC(=O)CCc2ccccc2)cc1 | nt | 12% | 0% | nt | nt
CCC(C(=O)N1CCN(c2ccccc2)CC1)n1nc(C)c2sc3ccccc3c2c1=O (stereo not given) | nt | 5% | 4% | nt | nt
ClC/C=C/C[n+]1ccccc1Cl | nt | 0% | -11% | nt | nt
COc1cc(/C(C)=C/c2ccccc2)c2c(c1)oc1ccccc12 | nt | -1% | -3% | nt | nt
Cc1ccc(CNC(=O)CSCc2nc(-c3ccc(Cl)cc3)oc2C)cc1 | nt | ? | 0% | nt | nt
CCCN(Cc1cccs1)C(=O)Nc1ccc(F)c(Cl)c1 | nt | 1% | 5% | nt | nt

Carrying on.
Compound | ATXN2 expr inh | KB-3-1 tox | KB-V1 cytotox | SW480 rereplic | MCF10A rerep
CCOc1ccc(OC(=O)c2cn(-c3ccc(C)cc3)c(=O)c3ccccc23)cc1 | nt | 2% | 1% | nt | nt
Cc1ccc(NC(=O)Nc2nnc(N(C)Cc3ccccc3)s2)cc1 | nt | -10% | -6% | nt | nt
CSc1cccc(NC(=O)c2cc3c(COC(C)=O)cnc(C)c3oc2=O)c1 | nt | 3% | 1% | nt | nt
Cc1c(C)n(Cc2ccccc2)c2ccc(C(=O)N3CCN(c4ccccc4)CC3)cc12 | nt | 2% | 14% | nt | nt
CCOc1ccc(/C=C/c2ccc3ccccc3n2)cc1OCC | nt | ? | -19% | nt | nt
COc1ccc(C2Nc3ccccc3C(=O)N2c2ccccc2F)cc1COc1ccc(NC(C)=O)cc1 (stereo not given) | nt | -3% | -8% | nt | nt
CCc1cccc(C)c1Nc1c(-c2cccs2)nc2ncccn12 | nt | -4% | -15% | nt | nt
O=C(Nc1ccc(-c2nc3ccccc3[nH]2)cc1)c1ccc(-c2ccccc2)cc1 | nt | 5% | 1% | nt | nt
C(=C\c1nccc2ccccc12)/c1ccc(N2CCOCC2)cc1 | nt | 3% | ? | nt | nt
CCOc1ccccc1NC(=O)c1cn(C2CCCCC2)c(=O)c2c1c1ccccc1n2C | nt | 17% | 17% | nt | nt
NCCCCCCNS(=O)(=O)c1ccc2c(Cl)cccc2c1 | nt | ? | -11% | nt | nt
O=c1cc(-c2ccc(F)cc2)nc(SCc2nc(-c3cccc(Cl)c3)no2)[nH]1 | nt | 8% | 8% | nt | nt
O=C(Nc1cccc(F)c1)C1CCN(S(=O)(=O)c2ccc3[nH]c4c(c3c2)CCCCC4)CC1 | nt | ? | ? | nt | nt
CC1=C(c2ccc(C)cc2)S(=O)(=O)NC1=NCc1ccccc1Cl | nt | ? | -13% | nt | nt
Cc1ccc2nc(Cl)c3cc(C(=O)NC4CCCCCC4)sc3c2c1 | nt | 8% | 11% | nt | nt

More results follow.
Compound | ATXN2 expr inh | KB-3-1 tox | KB-V1 cytotox | SW480 rereplic | MCF10A rerep
COc1cc(N)c(NC(=O)/C=C/c2nc3cc(OC)c(OC)cc3[nH]2)cc1OC | nt | 25% | 7% | nt | nt
CCc1ccc(OCCCn2c(CCNC(=O)C3CCCCC3)nc3ccccc32)cc1 | nt | -39% | -15% | nt | nt
COCCCNC(=O)C1CCN(C(=O)c2ccc(-n3ccc4ccccc43)s2)CC1 | nt | -16% | -2% | nt | nt
CCOc1ccc(Sc2cc(C(=O)NCCc3ccccc3)c3ccccc3n2)cc1 | nt | 3% | 18% | nt | nt
COC(=O)C1=C(C(=O)OC)[C@]2([C@@H]3C/C=C\CN[C@@H](Cc4ccccc4)C(=O)N3Cc3ccccc3)C=C[C@H]1O2 | nt | ? | ? | nt | nt
Cc1c(Cl)cccc1NC(=O)Nc1nnc(N(C)Cc2ccccc2)s1 | nt | -9% | ? | nt | nt
Cn1cc(C2=C(c3cn(CCCSC(=N)N)c4ccccc34)C(=O)NC2=O)c2ccccc21 | nt | 4.1µM* | ? | nt | nt
COc1ccccc1CNC(=O)Cn1c(=O)oc2cc(S(=O)(=O)NCc3ccccc3)ccc21 | nt | ? | -1% | nt | nt
COc1ccc(CCNC(=O)Cc2ccc(NC(=O)N3CCSc4ncccc43)cc2)cc1OC | nt | 10% | ? | nt | nt
C[N+]1(CC(=O)c2ccc3c(c2)CCCC3)CCOCC1 | nt | ? | 0% | nt | nt
Cc1ccccc1CCNC(=O)c1ccc2c(c1)c(C)c(C)n2Cc1ccccc1 | nt | -7% | 2% | nt | nt
N#Cc1c(NC(=S)NC(=O)c2ccccc2)sc2c1CCCCC2 | nt | 0% | 0% | nt | nt
COc1cc2c(NC3CCN(C(C)C)CC3)nc(N3CCCN(C)CC3)nc2cc1OCCOCCN(C)C | nt | ? | 3% | nt | nt
CCCCCCCCN(CCCCCCCC)c1ccc(/C=C/c2ccnc3ccccc23)cc1 | nt | ? | 10% | nt | nt
Cc1csc[n+]1CCC1CCCCC1 | nt | ? | 5% | nt | nt

Next results follow.
Compound | ATXN2 expr inh | KB-3-1 tox | KB-V1 cytotox | SW480 rereplic | MCF10A rerep
Cn1ncc2c(NCc3ccco3)ncnc21 | nt | 0% | 0% | nt | nt
Cc1ccc(S/C(=N/S(=O)(=O)c2ccc(Cl)cc2)c2ccccc2)cc1 | nt | ? | 0% | nt | nt
O=C(CNC(=O)C1CCCCC1)OCC(=O)c1ccc(-c2ccccc2)cc1 | nt | 22% | 0% | nt | nt
CCn1c(C)c(C)c2cc(C(=O)NCCc3cc(OC)ccc3OC)ccc21 | nt | 8% | 2% | nt | nt
CC(C)Oc1cccc(-c2ccnc(N3CCC(C(N)=O)CC3)n2)c1 | nt | 0% | 14% | nt | nt
NC(=O)COc1ccccc1C(=O)Nc1ccccc1 | nt | 0% | 0% | nt | nt
CCOC(=O)c1ccc(NC(=O)CN2C(=O)c3cccnc3Oc3ccc(Cl)cc32)cc1 | nt | -5% | 25% | nt | nt
CCOc1ccc(NC(=O)CSc2ccc(-c3sc(-c4ccccc4)nc3C)nn2)cc1 | nt | 4% | -6% | nt | nt
CCOc1ccc(-n2c(/C=C/c3cccc(F)c3)nc3cc(OC)c(OC)cc3c2=O)cc1 | nt | ? | -15% | nt | nt
CCOC(=O)Cn1c(=O)oc2cc(S(=O)(=O)Nc3cc(OC)cc(OC)c3)ccc21 | nt | -4% | 10% | nt | nt
NC(=O)C1CCN(c2ncnc3c2cnn3-c2ccccc2)CC1 | nt | 0% | 5% | nt | nt
Cc1cccc(OCC(=O)Nc2cc(-c3nc4cc(Cl)ccc4o3)ccc2C)c1 | nt | -9% | -4% | nt | nt
Cc1sc2ccccc2[n+]1C | nt | ? | ? | nt | nt
CC1Cn2c(C(=O)NCCc3ccc(Cl)cc3)cc3cccc(c32)S1 (stereo not given) | nt | 0% | -15% | nt | nt
Cc1nn(CCCC(=O)Nc2cc(C(F)(F)F)ccc2Cl)c(=O)c2c1sc1ccccc12 | nt | 3% | 10% | nt | nt

Only MCF10A rerep and KB-V1 cytotox, for two of the compounds above:
SMILES	MCF10A rerep	KB-V1 cytotox
CCOc1ccc(NC(=O)CSc2ccc(-c3sc(-c4ccccc4)nc3C)nn2)cc1	nt	-6%
CCOc1ccc(-n2c(/C=C/c3cccc(F)c3)nc3cc(OC)c(OC)cc3c2=O)cc1	nt	-15%

Entries of single compounds, looked up by structure. Order of values: ATXN2 expr inh | KB-3-1 tox | KB-V1 cytotox | SW480 rereplic | MCF10A rerep
Cc1sc2ccccc2[n+]1C as listed: nt | ? | ? | nt | nt
Cc1nn(CCCC(=O)Nc2cc(C(F)(F)F)ccc2Cl)c(=O)c2c1sc1ccccc12 as listed: nt | 3% | 10% | nt | nt
Cc1cccc(OCC(=O)Nc2cc(-c3nc4cc(Cl)ccc4o3)ccc2C)c1 as listed: nt | -9% | -4% | nt | nt

Additional records follow:
Compound | ATXN2 expr inh | KB-3-1 tox | KB-V1 cytotox | SW480 rereplic | MCF10A rerep
CCC(C(=O)N1CCN(c2cc(Cl)ccc2C)CC1)n1nc(C)c2sc3ccccc3c2c1=O (stereo not given) | nt | -7% | 8% | nt | nt
Cc1ccc(S(=O)(=O)c2nnn3c2nc(NC(C)C)c2sccc23)cc1 | nt | -3% | 4% | nt | nt
O=C1c2ccccc2C(=O)N1c1ccccn1 | nt | 6% | -5% | nt | nt
CC1CCN(C(=O)Nc2ccc3nc(-c4ccco4)c(-c4ccco4)nc3c2)CC1 | nt | -24% | ? | nt | nt
CCCCC(CCCC)c1ccc(C=Nc2ccc(/C=C/c3ccnc4ccccc34)cc2)cc1 | nt | 0% | 0% | nt | nt
COc1ccc(CC(=O)NCC(c2ccc(N(C)C)cc2)N2CCOCC2)cc1OC (stereo not given) | nt | 9% | 20% | nt | nt
O=C(Oc1ccccc1C(=O)O)c1ccccc1O | 6% | nt | nt | -5% | 1%
CCN(CCO)CCCC(C)Nc1ccnc2cc(Cl)ccc12 (stereo not given) | ? | nt | nt | -1% | -3%
CC1(C)O[C@H]2C[C@@H]3[C@H]4CCC5=CC(=O)C=C[C@]5(C)[C@@]4(F)[C@@H](O)C[C@]3(C)[C@]2(C(=O)CO)O1 | -5% | nt | nt | -2% | 7%
COc1cc(C(=O)NS(=O)(=O)c2ccccc2C)ccc1Cc1cn(C)c2ccc(NC(=O)OC3CCCC3)cc12 | 39µM* | nt | nt | 1% | 21µM*
NC(=O)C(=O)N/N=C/c1ccc([N+](=O)[O-])o1 | -11% | nt | nt | ? | 27µM*
O=C(OCCOCCO)c1ccccc1Nc1cccc(C(F)(F)F)c1 | -22% | nt | nt | -6%[20.6 µM] | 2%[20.6 µM]
CCCCCCCCCCCCCCCC(=O)OC(C)C | 13% | nt | nt | -2% | -2%
CCOC(=O)n1ccn(C)c1=S | 5% | nt | nt | -4%[20.6 µM] | 1%[20.6 µM]
CCC(C)(C)c1ccc(CC(C)CN2C[C@@H](C)O[C@@H](C)C2)cc1 (stereo not given in full) | ? | nt | nt | 3% | ?

Later entries
Compound | ATXN2 expr inh | KB-3-1 tox | KB-V1 cytotox | SW480 rereplic | MCF10A rerep
N#CCC(=O)NN | -1% | nt | nt | -1% | -1%
Cn1nnc2c(C(N)=O)ncn2c1=O | -1%&3% | nt | nt | 12% | 7%
C#Cc1cccc(Nc2ncnc3cc(OCCOC)c(OCCOC)cc23)c1 | ? | nt | nt | -2% | ?
O=C(O)CCCCC(=O)O | 18% | nt | nt | 2% | 0%
O=C1OC(OC(=O)c2cccnc2Nc2cccc(C(F)(F)F)c2)c2ccccc21 (stereo not given) | 7% | nt | nt | 3% | 12%
O=C(O)c1ccccc1OP(=O)(O)O | 5% | nt | nt | -1% | 0%
O=C(c1ccc(F)cc1)C1CCN(CCn2c(=S)[nH]c3ccccc3c2=O)CC1 | ? | nt | nt | -5% | ?
CCC(=O)c1c(O)cc(O)cc1O | 1% | nt | nt | 2% | -4%
CCCCC1=NC2(CCCC2)C(=O)N1Cc1ccc(-c2ccccc2-c2nn[nH]n2)cc1 | 6% | nt | nt | -1% | -2%

Bioassay records: PubChem, National Center for Advancing Translational Sciences (NCATS)

These rows are one share of the data, so the mix of outcomes need not match the whole.
